Assay outcomes deposited in PubChem BioAssay by National Center for Advancing Translational Sciences (NCATS).
LmPK inhibitor: blocks Leishmania mexicana pyruvate kinase activity; 290,000 tested, 0.37% active; Q27686; purified LmPK, Kinase-Glo ATP luminescence, 1 h; Potency, µM (doses to about 57.5 µM), for inactives: top-dose activity change, negative = inhibition, hits mostly inhibitors; also: potency is read from the fitted curve at half-maximal effect; % is scaled to controls: 0 for no effect and ±100 for the full control effect
Target sequence (Q27686 whole entry, looked up): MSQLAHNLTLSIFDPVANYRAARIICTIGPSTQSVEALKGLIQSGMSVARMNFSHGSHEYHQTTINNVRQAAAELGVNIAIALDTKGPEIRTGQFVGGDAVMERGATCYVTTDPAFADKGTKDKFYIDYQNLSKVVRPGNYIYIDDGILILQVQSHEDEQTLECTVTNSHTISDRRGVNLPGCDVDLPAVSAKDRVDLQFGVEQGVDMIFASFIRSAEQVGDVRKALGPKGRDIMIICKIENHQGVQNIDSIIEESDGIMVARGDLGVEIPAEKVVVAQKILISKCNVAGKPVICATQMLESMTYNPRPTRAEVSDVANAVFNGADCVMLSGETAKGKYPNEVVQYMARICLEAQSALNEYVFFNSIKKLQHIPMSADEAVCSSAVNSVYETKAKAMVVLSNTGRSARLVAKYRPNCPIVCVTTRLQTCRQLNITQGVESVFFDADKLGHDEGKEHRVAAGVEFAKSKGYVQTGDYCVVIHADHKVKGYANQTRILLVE
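Screened at intermediate enzyme activity to detect both inhibitors and activators: LmPK at 0.1 nM, with a 0.5 nM enzyme column as activation reference. PEP 0.5 mM, ADP 0.1 mM; ATP detected by luminescence after 1 h.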
Shiga inhibitor: blocks Shiga toxin action in Vero cells. inhibition, % at 38.7 µM. Vero cells, Shiga toxin protein synthesis inhibition reporter. 290,000 tested, 9.2% active; in the data active = inhibition mostly above about 28%, no sharp cut-off; inactive = mostly below about 43%; also: 0% is about no effect
HCV inhibitor: inhibitors of hepatitis C virus infection; Huh7.5.1 HCVcc-Cre infection, luciferase reporter, 44 h; Potency, µM (titrated, usually from 41.8 µM), without a hit: top-dose activity change, negative = inhibition, usual class: inhibitors; 340,000 tested, 3.4% active; AID 651820; also: potency is read from the fitted curve at half-maximal effect; % is scaled to controls: 0 for no effect and ±100 for the full control effect
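Reporter virus HCVcc-Cre (~0.5 moi) infects cells exposed to compound; seeding density 1,000 cells/well with 4 h settling beforehand. Luminescence, 15 sec read, taken 44 h post-infection following a 15 min RT substrate incubation.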
Pf growth 96h: P. falciparum growth inhibition at 96 hour, primary screen for plastid delayed-death inhibitors. P. falciparum luciferase reporter growth, 96 h. Potency, µM (top dose mostly 28.7 µM), for inactives: at the highest dose activity change, negative = inhibition, most hits filed as inhibitors. 320,000 tested, 6.9% active. AID 504834; also: potency is read from the fitted curve at half-maximal effect; % is scaled to controls: 0 for no effect and ±100 for the full control effect
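Plates of compound plus infected erythrocytes (2% hematocrit, 0.05% parasitemia final) incubate 96 hours, 37 C, 5% CO2. Detection reagent added; reduced luminescence from the parasites' luciferase reporter flags inhibition.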
Tb PYK inh: blocks Trypanosoma brucei pyruvate kinase; Q57TT1; TbPYK enzyme, Kinase-Glo Plus ATP luminescence, 45 min; Potency, µM (highest dose often 76.8 µM), without a hit: at the highest dose activity, negative = inhibition, most hits filed as inhibitors; 410,000 tested, 0.12% active; AID 624173; also: potency is read from the fitted curve at half-maximal effect; % is scaled to controls: 0 for no effect and ±100 for the full control effect; nearly all actives have a fitted effect of over 50% in size
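Activity of T. brucei pyruvate kinase was followed by Kinase-Glo Plus luminescence after the enzyme reacted 45 min at room temperature with 130 uM ADP (final) and substrate. Test compounds were added before ADP at multiple concentrations.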
Pf growth 48h: inhibits P. falciparum growth in the first generation, 48 h; P. falciparum luciferase growth in erythrocytes, 48 h; Potency, µM (doses to about 28.7 µM), for the others: at the top dose activity change, negative = inhibition, usual class: inhibitors; 310,000 tested, 5.9% active; AID 504832; also: potency is read from the fitted curve at half-maximal effect; % is scaled to controls: 0 for no effect and ±100 for the full control effect
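Compounds are pin-transferred into medium, infected erythrocytes (2% hematocrit, 0.1% parasitemia final) are added, and plates sit one parasite generation at 37 C in 5% CO2. Detection reagent is then added and luminescence measured.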
CHX counter: affects cycloheximide protein synthesis inhibition readout, counter-screen | 300,000 tested, 12% active | cell reporter, cycloheximide protein synthesis inhibition counterscreen | max response, % | AID 2314; in the data active = max response mostly above about 13%, no sharp cut-off; inactive = mostly below about 14%; also: read at 38.3 µM for the half of the compounds with a filed dose; 0% is about no effect
The depositor's hits bear a star; i = inactive; ? = inconclusive; . = not tested or not shown; & = joins results of further samples; [ ] = dose if it differs, or a comment. Unless noted, calls follow the shape of the dose curve; as a rule, active = well fitted curve in the direction sought with a large enough effect; inconclusive = small, poorly fitted or top-dose-only effect, or another doubt; inactive = no such curve, though single readings can be large; an effect the other way counts as inactive or inconclusive.

1: O=C(O)CNC(=O)/C=C/c1c(Cl)cccc1Cl
2: CN1CCN(c2ccc(-c3ccc4ccccc4n3)cc2)CC1
3: COC(=O)C1CCN(C(=O)c2ccc(Cl)c(S(=O)(=O)NCc3cccnc3)c2)CC1
4: CCOC(=O)N1CCN(S(=O)(=O)c2cc(OCC(=O)NC3CCCCC3)c(C)cc2Cl)CC1
5: CCC(C(=O)Nc1cc(C(=O)O)ccc1C)c1ccccc1 (configuration not stated)
6: O=C(COc1ccc(Cl)cc1)Nc1ccccc1C(=O)NCc1ccco1
assay / entry,1,2,3,4,5,6
LmPK inhibitor,-8%,-17%,1%,7%,-7%,-1%
Shiga inhibitor,22,-13,22,-14,-2,33
HCV inhibitor,-1%,16µM*,1%&7%,6%,17%,?
Pf growth 96h,8%,i[5.75 µM],18%[5.75 µM],0.66µM*,41%[activator],.
Tb PYK inh,0%,-15%,-3%,.,14%,-2%
Pf growth 48h,?,-46%,-3%,.,20%,-15%
CHX counter,10,1,-4,-3,-1,10

7: CC(C)(Oc1ccc(Cl)cc1)C(=O)NCC1CCCO1 (configuration not stated)
8: CCCOc1ccc(C2c3c(oc4cc(C)c(C)cc4c3=O)C(=O)N2CCCN(C)C)cc1OCC (configuration not stated)
9: CCN1C(=O)/C(=C2/C=Cc3ccccc3N2CC)SC1=S
10: O=C(CNC(=O)c1cncc(Br)c1)Nc1ccc(F)c(F)c1F
11: O=c1c2nnn(-c3ccccc3)c2ncn1C/C=C/c1ccccc1
12: CCN(CC)c1ccc(/C=N/N(c2ccccc2)c2ccccc2)c(O)c1
assay / entry,7,8,9,10,11,12
LmPK inhibitor,.,-3%,-3%,0%,5%,0%
Shiga inhibitor,.,-15,81,-5,-2,-5
HCV inhibitor,8%,10%,-18%,1%,-4%,-3%
Pf growth 96h,-2%,0%,?,31%[activator],22%,7.4µM*
Tb PYK inh,5%,4%,-12%,-8%,5%,5%
Pf growth 48h,32%[activator],14%,0%,28%,-2%,?
CHX counter,.,-1,14*,-9,-1,-1

13: CCOC(=O)C1CCN(C(=O)CCCn2nc(CC)n3c(cc4occc43)c2=O)CC1
14: CS(=O)(=O)N1CCC(C(=O)Nc2cccc(Cl)c2)CC1
15: NC(=O)CC(NC(=O)c1ccccc1)c1ccc(NC2CCCCC2)c([N+](=O)[O-])c1 (configuration not stated)
16: Cc1sc2c3ccsc3ccc2[n+]1C
17: Cc1cccc(CSc2nnc(N)n2-c2ccccc2)c1
18: CC1CCCCN1CC(=O)Nc1sc2c(c1C#N)CCC2 (configuration not stated)
assay / entry,13,14,15,16,17,18
LmPK inhibitor,3%,3%,10%,-9%,2%,-5%
Shiga inhibitor,-5,16,-5,-12,21,12
HCV inhibitor,?,13%,16%,-3%,1%,-15%
Pf growth 96h,?,?,?,51%[activator],18%,2%
Tb PYK inh,-3%,3%,2%,8.9µM*,2%,-9%
Pf growth 48h,-5%,42%[activator],-8%,33%[activator],23%,-9%
CHX counter,-2,12,-3,-10,-2,-3

19: O=C(Nc1nccs1)C(F)(F)C(F)(F)C(F)(F)C(=O)Nc1nccs1
20: Cc1c(NC(=O)C2CCCN2S(=O)(=O)c2ccccc2)c(=O)n(-c2ccccc2)n1C (configuration not stated)
21: COC(=O)c1ccc(C)c(NC(=O)CCSc2ccccc2)c1
22: CCC1C2CC3C4N(C)c5ccccc5C45CC(C2C5O)N3[C@@H]1O (some centres not stated)
23: COc1ccc(NC(=O)CCCN2C(=O)C(c3ccccc3)Oc3cccnc32)cc1 (configuration not stated)
24: COc1ccc(C2CC(c3ccccc3)=NN2C(=O)COC(=O)c2cccnc2Cl)cc1 (configuration not stated)
assay / entry,19,20,21,22,23,24
LmPK inhibitor,1%,10%,1%,-2%,-3%,1%
Shiga inhibitor,-7,2,-3,-6,-6,11
HCV inhibitor,9%,16%,-21%,5%,-3%,?
Pf growth 96h,39%[activator],-19%,1%,-3%,100%[activator],?
Tb PYK inh,3%,-8%,6%,1%,2%,-4%
Pf growth 48h,5%,10%,3%,18%,?,-28%
CHX counter,-2,-5,9,1,21,-2

25: CC(C)c1ccc(C(=O)Nc2nnc(S(=O)(=O)N3CCOCC3)s2)cc1
26: CCCc1nnc(SCC(=O)N2C(C)CCCC2C)n1CCCOC (configuration not stated)
27: Cn1cc(/C=C(\C#N)C(=O)Nc2ccccc2O)c2ccccc21
28: CN(Cc1ccccc1)C(=O)COC(=O)CCNC(=O)c1ccccc1Cl
29: CCOc1ccc(NC(=O)CN(C)C(=O)COc2cccc(CC)c2)cc1OCC
30: Cc1ccc(Sc2ccc(N)cn2)cc1
assay / entry,25,26,27,28,29,30
LmPK inhibitor,-16%,3%,2%,-2%,.,-1%
Shiga inhibitor,4,14,20,19,.,4
HCV inhibitor,0%,14%,?,34%[activator],?,4%
Pf growth 96h,?,72%[activator],?,42%[activator],?,20%
Tb PYK inh,4%,-11%,2%,-15%,0%,-4%
Pf growth 48h,-29%,4%,.,-2%,?,31%[activator]
CHX counter,1,-2,11,-3,.,8

31: O=C(Nc1ccccc1C(=O)NC(Cc1c[nH]c2ccccc12)C(=O)O)c1ccco1 (configuration not stated)
32: O=C1c2cccc3cc([N+](=O)[O-])cc(c23)C(=O)N1CCN1CCCC1
33: COc1ccc(OC)c(/C=C/C(=O)c2ccc3c(c2)OCO3)c1
34: Cc1ccc(OCCOc2cccc(Br)c2)c([N+](=O)[O-])n1
35: O=C(/C=C/c1cccc(C(F)(F)F)c1)NNC(=O)c1ccncc1
36: Cc1ccc(CNC(=O)Cc2ccc(-c3ccccc3)cc2)cc1
assay / entry,31,32,33,34,35,36
LmPK inhibitor,1%,1%,.,-5%,.,2%
Shiga inhibitor,-2,-6,.,96*,.,-13
HCV inhibitor,-13%,1.1µM*,?,-10%,?,14%
Pf growth 96h,2%,?,?,64%[activator],3%,36%[activator]
Tb PYK inh,-13%,3%,0%,-1%,1%,2%
Pf growth 48h,-7%,9.3µM*,?,99%[activator],-3%,23%
CHX counter,0,-3,.,40*,.,7

37: Cn1c(=O)c2c(SCC(=O)c3ccccc3)nc(C3CC3)nc2n(C)c1=O
38: O=C(Nc1ncccc1O)c1cccc(S(=O)(=O)N2CCCc3ccccc32)c1
39: CCN(CC)c1nc(N2CCN(CCO)CC2)nc2ccccc12
40: Cc1ccc(S(=O)(=O)N(C)c2ccc(NS(C)(=O)=O)cc2)cc1
41: COc1ccc(N=Cc2cc(Cl)ccc2O)cc1Cl
42: COC(CNC(=O)C1CCN(S(=O)(=O)c2ccc3nc4c(c(C(=O)O)c3c2)CC(C)CC4)CC1)OC (configuration not stated)
assay / entry,37,38,39,40,41,42
LmPK inhibitor,13%,.,-3%,2%,0%,2%
Shiga inhibitor,-10,.,2,9,-26,1
HCV inhibitor,1%,10%,-7%,5%,15%,15%
Pf growth 96h,-34%,-49%,?,143%[activator],-27%,?
Tb PYK inh,-1%,-7%,3%,2%,-4%,0%
Pf growth 48h,.,-5%,-41%,2%,52%[activator],8%
CHX counter,9,.,4,-1,7,-1

One compound at a time, from the list above. Screens in order: LmPK inhibitor	Shiga inhibitor	HCV inhibitor	Pf growth 96h	Tb PYK inh	Pf growth 48h	CHX counter
Profile of Cn1c(=O)c2c(SCC(=O)c3ccccc3)nc(C3CC3)nc2n(C)c1=O = 13%	-10	1%	-34%	-1%	.	9
Profile of Cc1ccc(S(=O)(=O)N(C)c2ccc(NS(C)(=O)=O)cc2)cc1 = 2%	9	5%	143%[activator]	2%	2%	-1

Going on with the list:
43: O=[N+]([O-])c1cccnc1SCc1c(F)cccc1Cl
44: CCn1c(NCc2ccc3c(c2)OCO3)nc2ccccc21
45: O=C(NCc1ccncc1)c1nc(-c2cccs2)no1
46: Cc1cc(C)n(-c2nnc(C)c(=O)[nH]2)n1
47: O=C(O)CCC(=O)N1CCc2cc(S(=O)(=O)NCc3ccc(Cl)cc3)ccc21
48: CCOC(=O)N1CCC(NS(=O)(=O)c2ccccc2)CC1
assay / entry,43,44,45,46,47,48
LmPK inhibitor,9%,-1%,4%,3%,-2%,4%
Shiga inhibitor,-6,73,2,-9,1,13
HCV inhibitor,15%,15%,3%,15%,8%,16%
Pf growth 96h,?,?,-2%,219%[activator],12µM*,33%[activator]
Tb PYK inh,-15%,-6%,-20%,7%,-1%,1%
Pf growth 48h,13µM*,-25%,9%,?,10%,-6%
CHX counter,1,22*,-2,-3,-4,-1

49: COc1nc2ccc(C)cc2cc1-c1noc(-c2cccnc2)n1
50: Cc1ccc(CSc2nnc(-c3cccc(S(=O)(=O)N4CCOCC4)c3)n2C2CCCC2)cc1
51: O=C(N/N=C/C=C/c1ccccc1)c1cnccn1
52: Cc1cccc(-[n+]2c(-c3cccc(Br)c3)[nH]c3nc4ccccc4nc32)c1
53: Cc1ccc(C(=O)OCC(=O)NCCC2=CCCCC2)s1
54: CCCCC(=O)NCc1ccccc1Cl
assay / entry,49,50,51,52,53,54
LmPK inhibitor,4%,3%,-2%,0%,0%,0%
Shiga inhibitor,-2,-5,30,6,14,52
HCV inhibitor,2%,?,19%,?,-26%,6%
Pf growth 96h,.,8.3µM*,9%,?,-1%,51%[activator]
Tb PYK inh,-2%,6%,5%,0%,0%,5%
Pf growth 48h,12%,9.3µM*,.,13µM*,21%,43%[activator]
CHX counter,-2,6,13*,1,0,23*

55: NC1=NC(=O)C(Cc2cccc(Cl)c2)S1 (configuration not stated)
56: CC(C)(C)c1ccc(C(=O)NCCC(=O)NCc2ccco2)cc1
57: COc1ccc(C(=O)N/C(=C\c2cn(S(=O)(=O)N(C)C)c3ccccc23)C(=O)NCCCn2ccnc2)cc1
58: Cc1ccc(S(=O)(=O)N2CCN(c3nc(C(C)C)c4c(c3C#N)CC(C)(C)OC4)CC2)cc1
59: O=C(NCc1ccc(F)cc1)c1c2c(nc3ccccc13)CCC2
60: CCOC(=O)c1c(NC(=O)COC(=O)c2ccccn2)sc(C)c1C
61: CSCC[C@H](NC(=O)NCc1ccc(F)cc1)C(=O)O
62: CCCCn1c(=O)c(C=Nc2cc([N+](=O)[O-])ccc2OC)c(O)n(CCCCl)c1=O
63: CC(=O)Nc1ccc(N/C(C)=C/C(=O)c2cccnc2)cc1
assay / entry,55,56,57,58,59,60,61,62,63
LmPK inhibitor,-2%,-6%,10%,-3%,7%,.,-3%,4%,1%
Shiga inhibitor,-3,6,-9,-5,20,.,-6,12,-10
HCV inhibitor,42%[activator],3%,7%,7.1µM*,-1%,-21%,22%,-6%,0%
Pf growth 96h,?,2%,24%,100%[activator],19%,50%[activator],-4%,-3%,65%[activator]
Tb PYK inh,-1%,-24%,6%&2%,-7%,-1%,-6%,-8%,2%,12%
Pf growth 48h,-3%,?,12µM*,.,0%,-8%,-3%,?,17%
CHX counter,13,6,-7,21,12,.,2,1,-7

Results in HCV inhibitor, Pf growth 48h and LmPK inhibitor (3 entries from above):
# | Compound | HCV inhibitor | Pf growth 48h | LmPK inhibitor
53 | Cc1ccc(C(=O)OCC(=O)NCCC2=CCCCC2)s1 | -26% | 21% | 0%
54 | CCCCC(=O)NCc1ccccc1Cl | 6% | 43%[activator] | 0%
55 | NC1=NC(=O)C(Cc2cccc(Cl)c2)S1 (configuration not stated) | 42%[activator] | -3% | -2%
